NS3 helicase inh: HCV NS3 helicase inhibition; inhibition, % at 10.9 µM; 0.56% of 290,000 active; NS3 helicase DNA unwinding, Cy5 molecular beacon fluorescence;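 active means inhibition above the mean of all tested compounds plus 3 SD, set per campaign, cut at about 35% in these data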;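 further: 0% = DMSO wells and 100% = thioflavine S control wells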
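System: HCV NS3 helicase fragment; control set: DMSO and thioflavine S; technique: Cy5 fluorescence at 0 and 60 min, beacon hairpin quenching; reagent: beacon DNA duplex substrate plus ATP; replicates: singlicate; schedule: 1 h reaction at 25 °C, ATP-initiated; medium: MOPS buffer pH 6.5 with MgCl2, DTT, Tween20, BSA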
FID counter: counter-screen for HCV NS3 helicase inhibitors: DNA intercalator displacement | DNA fluorescent intercalator displacement, fluorescence | AID 1845 | 0.17% of 290,000 active | inhibition, % at 7.9 µM; in the data active means inhibition above about 37%;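 further: 0% = vehicle and 100% = reference compound; higher means more ethidium bromide displaced from hairpin DNA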
VIM-2 inh: inhibitors of Pseudomonas aeruginosa VIM-2 metallo-beta-lactamase; purified VIM-2, nitrocefin hydrolysis, epi-absorbance fluorescence; inhibition, % at 5.6 µM; 0.89% of 290,000 active; AID 1527;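 active means inhibition above the mean of all tested compounds plus 3 SD, cutoff set per screening run, cut at about 7.5% in these data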;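 further: red hydrolysis product quenches plate fluorescence so inhibitors raise well fluorescence; 0% = enzyme with DMSO and 100% = DMSO without enzyme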
IDE cell inh: inhibits human insulin-degrading enzyme in HEK cells. P14735. FAbetaB cleavage, fluorescence polarization. inhibition, % at 5.59 µM. 0.41% of 320,000 active. AID 434962;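 active means percent inhibition above the average of all tested compounds plus 3 SD, set per screening campaign, cut at about 16% in these data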;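 further: IDE supplied by intact live HEK cells; FP after avidin binding of uncleaved biotin substrate so inhibition keeps polarization high; 0% = DMSO wells and 100% = 60 µM reference IDE inhibitor Ii1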
Target sequence (P14735 whole entry, looked up): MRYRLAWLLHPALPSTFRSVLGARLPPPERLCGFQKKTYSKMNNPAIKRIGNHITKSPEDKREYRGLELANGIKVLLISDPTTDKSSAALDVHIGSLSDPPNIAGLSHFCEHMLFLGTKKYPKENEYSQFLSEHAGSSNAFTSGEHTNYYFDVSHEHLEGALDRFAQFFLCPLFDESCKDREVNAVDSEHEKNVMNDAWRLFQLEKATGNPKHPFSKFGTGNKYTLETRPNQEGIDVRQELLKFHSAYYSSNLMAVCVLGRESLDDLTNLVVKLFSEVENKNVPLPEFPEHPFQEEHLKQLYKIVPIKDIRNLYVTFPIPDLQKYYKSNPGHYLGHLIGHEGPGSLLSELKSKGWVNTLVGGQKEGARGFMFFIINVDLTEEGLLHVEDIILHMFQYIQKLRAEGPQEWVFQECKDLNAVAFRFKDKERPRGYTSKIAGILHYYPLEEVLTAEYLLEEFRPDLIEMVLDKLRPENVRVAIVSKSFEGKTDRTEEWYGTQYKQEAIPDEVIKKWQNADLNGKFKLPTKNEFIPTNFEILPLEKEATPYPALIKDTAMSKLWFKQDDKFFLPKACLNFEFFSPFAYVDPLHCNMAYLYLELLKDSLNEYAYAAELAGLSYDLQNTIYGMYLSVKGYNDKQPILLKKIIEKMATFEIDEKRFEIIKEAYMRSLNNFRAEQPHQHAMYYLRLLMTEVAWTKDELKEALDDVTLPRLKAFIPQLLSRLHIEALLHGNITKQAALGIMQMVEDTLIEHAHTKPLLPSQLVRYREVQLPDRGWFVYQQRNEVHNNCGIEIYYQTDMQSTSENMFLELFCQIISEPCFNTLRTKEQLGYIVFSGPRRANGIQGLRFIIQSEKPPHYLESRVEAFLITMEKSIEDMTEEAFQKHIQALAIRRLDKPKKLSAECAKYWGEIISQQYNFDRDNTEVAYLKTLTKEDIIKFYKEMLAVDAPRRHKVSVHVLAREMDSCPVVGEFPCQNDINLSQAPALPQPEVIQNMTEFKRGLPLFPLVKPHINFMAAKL
pCIP destab: compounds decreasing mouse p/CIP protein stability; AID 1984; 0.01% of 290,000 active; F442A p/CIP-EGFP cells, EGFP fluorescence, 16 h; Q05BA5; decrease of EGFP signal, % at 10 µM;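 active means EGFP signal decrease of at least 30% at 10 µM or well 3 SD below plate mean, unless failing retest; inactive means the rest, including hits failing retest or dose response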; further: some compounds called inactive have numbers as strong as hits; many of its hits are not listed in these tables
IMP-1 inh: blocks Pseudomonas aeruginosa IMP-1 metallo-beta-lactamase; purified IMP-1, nitrocefin hydrolysis, epi-absorbance fluorescence; inhibition, % at 5.6 µM; 0.45% of 290,000 active;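 active means inhibition above the mean plus 3 SD of all compounds in the same screening run, cut at about 4.5% in these data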;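 further: 0% = IMP-1 with DMSO and 100% = DMSO wells lacking enzyme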
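System: Purified recombinant IMP-1 metallo-beta-lactamase enzyme | Measured by: Fluorescence quenching readout, ex 480/em 530 nm | Replication: Singlicate | Incubation: 15 min preincubation plus 25 min reaction at 25 °C | Evaluation: Percent inhibition from optical density relative to buffer-blank wells | Benchmarks: DMSO with and without IMP-1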
IDE cell activ: boosts human insulin-degrading enzyme activity in HEK cells; activation, % at 5.96 µM; FAbeta-B cleavage, fluorescence polarization; 0% vehicle, 100% cell-free pure enzyme wells; P14735; 0.073% of 340,000 active;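 active means activation above the mean of all tested compounds plus 3 SD, set per screening campaign, cut at about 17% in these data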
UBC9 SUMO inh: blocks human SUMOylation mediated by UBC9; P63279; HTRF SUMOylation assay, SAE1/SAE2 + UBC9, in vitro; inhibition, % at 35 µM; 0.36% of 290,000 active; in the data active means inhibition above about 50%, passing the limit was not always enough; further: strong numbers were not always called active
M18AAP inhibitor: blocks P. falciparum M18 aspartyl aminopeptidase | 1.2% of 290,000 active | AID 1822 | inhibition, % at 7.35 µM | recombinant PfM18AAP, H-Glu-NHMec fluorogenic cleavage;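 active means inhibition above the campaign mean inhibition over all tested compounds plus 3 SD, cut at about 28% in these data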;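 further: 0% = plate median of test compound wells and 100% = 2 mM ZnCl2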
Numbers without * were called inactive; x = not tested or not shown; & = joins results of further samples.

SMILES	NS3 helicase inh	FID counter	VIM-2 inh	IDE cell inh	pCIP destab	IMP-1 inh	IDE cell activ	UBC9 SUMO inh	M18AAP inhibitor
COc1cc(C(C)=O)ccc1Oc1cc(NN2CCCCC2)c([N+](=O)[O-])cc1[N+](=O)[O-]	2	0	-0.7	3	-2	-2.4	1	-9	-8
CC(C)C(=O)n1nc(-c2cccnc2)nc1NCc1ccc(F)cc1	3	-1	0.1	-5	9	-1.0	0	10	-14
COc1cccc(-c2nnc3sc(-c4cccs4)nn23)c1	-2	-5	1.5	-2	6	-0.5	-4	-10	-4
O=C(Nc1sc2c(c1C(=O)O)CCC2)c1ccco1	10	-2	-3.3	-3	-11	-1.0	6	4	8
Cc1[nH]c2ccccc2c1CCC(N)=O	-4	0	-0.7	1	-1	0.4	-4	4	3
COCCNC(=O)c1c(C)cc(C)cc1C	4	-4	-2.3	1	-8	-2.8	2	3	3
CCCOC(=O)CCCCCCCCC(O)CN1CCCCC1 (stereo unspecified)	-3	13	-4.0	-2	-10	-4.7	2	4	-8
CC(C)(C)c1ccc(OC(=O)CN2C(=O)C3C4CCC(C4)C3C2=O)cc1 (stereo unspecified)	8	-13	-1.4	0	0	-1.6	-3	-33	-15
Cc1ccc(N(C)C(=O)c2cnn(-c3ccccc3)c2C)c(C)c1	-6	-37	1.0	-3	5	-2.4	-1	2	-7
CCCCOc1ccc(CSc2nncn2N)cc1	0	-7	-1.8	1	-10	-5.6	-1	14	4
O=c1cc2oc3cc(O)c(O)cc3c(-c3ccccc3O)c-2cc1O	51*	-68	3.9	x	-82	2.1	-5	85*	44*
COc1ccccc1N1CCN(Cc2ccco2)CC1	0	4	-3.8	-4	-9	-2.4	3	22	5
CCNC(=O)N1CCNC(=O)C1CC(=O)Nc1ccc(C(=O)OCC)cc1 (stereo unspecified)	0	-5	-1.4	5	-5	-1.5	4	9	5
CCOc1nnc(C)c2c(C)n(-c3ccc(Cl)cc3)nc12	0	-8	-4.5	-1	-1	-2.0	2	-9	2
S=c1[nH]nc(-c2ccncc2)n1CC1CCCO1 (stereo unspecified)	25	-5	11*	3	-7	-6.2	-3	9	19
Cc1ccc(N2CC(C(=O)N/N=C/c3sccc3C)CC2=O)cc1 (stereo unspecified)	10	-20	-0.4	1	-5	-2.1	-4	-3	-9
Cc1cc(C)c2c3c(cn2n1)c(=O)n(C)c(=O)n3C	-4	0	1.5	-4	x	-2.6	2	x	5
CC(=O)Nc1ccc(S(=O)(=O)Nc2ccc(-c3ccc4nnc(C)n4n3)cc2)cc1	1	1	2.0	-1	-9	-2.9	0	18	-3
Cc1ccc2c(c1)C(=O)CC1(CCCCCC1)O2	x	x	x	6	8	x	5	-16	x
COc1ccc(N2C(=O)C3CC(C)=C(C)CC3C2=O)c(OC)c1 (stereo unspecified)	-4	-2	0.9	2	-11	-3.1	-3	0	-2

Single records (already shown).
Cc1ccc2c(c1)C(=O)CC1(CCCCCC1)O2 is listed as NS3 helicase inh = x; FID counter = x; VIM-2 inh = x; IDE cell inh = 6; pCIP destab = 8; IMP-1 inh = x; IDE cell activ = 5; UBC9 SUMO inh = -16; M18AAP inhibitor = x
COc1ccc(N2C(=O)C3CC(C)=C(C)CC3C2=O)c(OC)c1 (stereo unspecified) is listed as NS3 helicase inh = -4; FID counter = -2; VIM-2 inh = 0.9; IDE cell inh = 2; pCIP destab = -11; IMP-1 inh = -3.1; IDE cell activ = -3; UBC9 SUMO inh = 0; M18AAP inhibitor = -2

The results go on:
SMILES	NS3 helicase inh	FID counter	VIM-2 inh	IDE cell inh	pCIP destab	IMP-1 inh	IDE cell activ	UBC9 SUMO inh	M18AAP inhibitor
Cc1ccc2c(c1)nc(NCCO)n2C	3	-2	-2.9	-3	-2	-4.0	-1	6	5
CCn1cnc2c1c(=O)n(CC(=O)Nc1cc(C)on1)c(=O)n2Cc1ccccc1	-4	-9	-3.9	2	-7	-4.7	-5	9	-5
CN1C(=O)CS(=O)c2ccc(C(=O)NCCC3=CCCCC3)cc21 (stereo unspecified)	3	-13	-1.9	6	1	-3.3	3	-8	30*
Cc1cc(=O)oc(C)c1C(=O)Nc1ccc(F)cc1	-11	-13	-1.2	3	11	-1.2	6	10	0
O=c1[nH]c2ccc(NC(=S)NCc3ccccc3)cc2[nH]1	11	-4	-3.4	2	-12	-4.0	3	-11	2
O=C(c1ccccc1[N+](=O)[O-])N1CCc2ccccc2C1	-8	-4	-1.2	0	8	-0.7	6	3	-5
COc1ccc(NC(=O)CCN2C(=O)c3cccc([N+](=O)[O-])c3C2=O)cc1	1	1	-2.9	1	-2	-7.7	2	12	3
S=c1[nH]c2cc3ccccc3cc2[nH]1	-7&5	2&-1	-0.5&-3.9	-1	2&-3	-1.2&-2.8	2	25&37	-4&2
Cc1cc(=O)oc(C)c1C(=O)OCC(=O)c1ccc(Cl)cc1	8	-8	-3.4	0	3	-0.4	4	11	1
Cc1cc(Br)ccc1NC(=O)CCSc1ccccc1	-1	-9	-0.7	-3	-1	-1.5	-4	11	-3
Cc1cccc(NC(=O)c2ccc(-n3ccnc3)nc2)c1	-4	-7	-2.8	1	12	-2.3	-2	1	-5
COc1ccc(N2CCOCC2)c(NC(=O)c2cccc3ccccc23)c1	-12	-28	-0.8	3	-6	-2.0	0	-1	6
CCOc1cc(/C=C2\NC(=S)N(C)C2=O)ccc1OCc1ccc(C(=O)O)cc1	14	-26	-2.5	-5	-3	-2.9	4	21	17
CS(=O)(=O)N(CC(=O)N1CCOCC1)c1ccccc1	-10	-8	-0.2	4	-5	-1.5	7	-4	0
Cc1cccc(N2CCN(C(=O)CCc3nc4ccccc4[nH]3)CC2C)c1 (stereo unspecified)	-5	-9	-3.8	10	-7	0.8	-1	16	2
COc1ccc(O)c(/C=N/NC(=O)CSc2nnc(C)n2-c2ccccc2)c1	-2	-14	-8.7	2	-11	-3.0	5	23	4
O=S1(=O)CCN(Cc2ccccc2C(F)(F)F)CC1	-11	-1	-1.2	8	5	-3.2	-3	24	-1
CC(=O)NC(c1cccc([N+](=O)[O-])c1)c1c(OC(C)=O)ccc2ccccc12 (stereo unspecified)	6	-8	-6.3	4	x	-4.4	4	x	4
COc1ccc(Br)cc1/C=N/NC(=O)C(c1ccncc1)N1CCOCC1 (stereo unspecified)	6	-15	-4.1	12	-13	-6.4	2	10	-2
O=C1CCCN1CCCN=c1c([N+](=O)[O-])nn(-c2ccc(Cl)cc2)n1O	13	-10	-3.4	x	-12	-2.5	5	8	13
Clc1ccccc1OCc1nc(-c2ccc(Br)o2)no1	-4	2	-0.5	1	0	-2.0	3	-6	-3
CCCCc1n[nH]c(=S)n1Cc1ccccc1	-12	-9	7.4	-5	-11	-3.3	4	-9	21
Cc1ccccc1-c1nc(CN(Cc2c(C)nn(C)c2C)C2CC2)c(C)o1	-15	-16	-3.2	-5	-4	-2.0	11	-2	-3
CCOC(=O)c1cnc(-n2nc(C)cc2C)nc1Nc1ccc(OC)cc1	3	-5	11*	-2	-1	-3.9	7	16	3
CC(=O)OCCn1c(Br)nc2c1c(=O)[nH]c(=O)n2C	5	0	-2.3	3	-12	-0.3	1	-2	2
Cc1cccc(N2CCN(C(=O)CCN3C(=S)NC(C)(C)CC3C)CC2)c1C (stereo unspecified)	20	-18	-1.0	10	4	-1.7	0	-11	5
CC1Cc2nc(SCC(N)=O)n(Cc3ccccc3)c(=O)c2S1 (stereo unspecified)	x	x	x	0	-7	x	1	7	x
Cn1c(SCc2ccc(C(=O)Nc3nccs3)cc2)nnc1-c1ccccc1	2	-3	0.3	1	-18	-1.5	-5	16	1
CCN(CC)S(=O)(=O)c1ccc(NCc2ccccc2)nc1	-7	-13	-2.3	5	-11	-1.7	5	5	-10
Cn1c(-c2ccccc2[N+](=O)[O-])[n+](C)c2ccccc21	2	1	-0.5	-2	6	-2.2	-1	14	-3

Molecules shown so far with an aryl thioether with sulfur outside any ring:
SMILES	NS3 helicase inh	FID counter	VIM-2 inh	IDE cell inh	pCIP destab	IMP-1 inh	IDE cell activ	UBC9 SUMO inh	M18AAP inhibitor
CCCCOc1ccc(CSc2nncn2N)cc1	0	-7	-1.8	1	-10	-5.6	-1	14	4
Cc1cc(Br)ccc1NC(=O)CCSc1ccccc1	-1	-9	-0.7	-3	-1	-1.5	-4	11	-3
COc1ccc(O)c(/C=N/NC(=O)CSc2nnc(C)n2-c2ccccc2)c1	-2	-14	-8.7	2	-11	-3.0	5	23	4
CC1Cc2nc(SCC(N)=O)n(Cc3ccccc3)c(=O)c2S1 (stereo unspecified)	x	x	x	0	-7	x	1	7	x
Cn1c(SCc2ccc(C(=O)Nc3nccs3)cc2)nnc1-c1ccccc1	2	-3	0.3	1	-18	-1.5	-5	16	1

Other results.
SMILES	NS3 helicase inh	FID counter	VIM-2 inh	IDE cell inh	pCIP destab	IMP-1 inh	IDE cell activ	UBC9 SUMO inh	M18AAP inhibitor
CCOc1ccc(S(=O)(=O)NC(C)C(=O)NCc2ccccn2)cc1 (stereo unspecified)	2	-9	-2.8	1	0	-2.5	4	10	0
Cc1cc(C)cc(OCC(=O)N2CCc3ccccc3C2)c1	-19	-31	-1.0	0	-4	-4.4	2	11	-11
CN(C)/C=N/c1cc(=O)[nH]c(=O)n1CC1CC1	5	-3	-3.2	1	-3	-3.5	2	-7	-2
CC(C)(C)NC(=O)COc1ccccc1C#N	7	-3	-2.1	5	-4	-0.6	3	15	1
COc1cc(OC)cc(C(=O)N2CCN(Cc3ccccc3C(F)(F)F)CC2)c1	-12	-25	-0.5	-1	0	-3.7	0	-11	2
Cc1ccc(-n2nnc3c(=O)n(CC(=O)N4CCC(C)CC4)cnc32)cc1	1	-5	-1.3	1	-8	-4.1	6	24	-4
COc1ccc(CCN(C(=O)c2cccc(F)c2)C2CC(=O)N(c3ccc(OC)cc3)C2=O)cc1 (stereo unspecified)	-4	-18	1.0	1	-7	-2.5	4	-18	3
CCCC(C)c1nnc(NC(=O)C(=O)OCC)s1 (stereo unspecified)	-7	-1	-3.4	5	-3	-2.7	3	13	8
CCOc1ccc(C2/C(=C(/O)c3ccc4c(c3)CC(C)O4)C(=O)C(=O)N2CCCn2ccnc2)cc1 (stereo unspecified)	-20	-17	-0.6	5	5	-1.4	8	-14	9
Cn1c(C2CC(=O)N(Cc3ccccc3)C2)nc2ccccc21 (stereo unspecified)	1	-13	-4.2	3	-3	-3.6	1	-12	-4

Screening results (PubChem)
